# Source: PubChem
# M4 antag: CHRM4 antagonism in calcium assay; P08173; CHO-hM4 cells, ACh EC80, Fluo-8 calcium fluorescence; inhibition, % at 3 µM; actives 0.73% (n = 360,000); AID 624125;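 active = inhibition above its plate's cutoff, the mean inhibition of sample wells plus 3 SD, cut at about 27% in these data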;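 note: 0% = acetylcholine EC80 with DMSO and 100% = DMSO without agonist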
# Target sequence (P08173 whole entry, looked up): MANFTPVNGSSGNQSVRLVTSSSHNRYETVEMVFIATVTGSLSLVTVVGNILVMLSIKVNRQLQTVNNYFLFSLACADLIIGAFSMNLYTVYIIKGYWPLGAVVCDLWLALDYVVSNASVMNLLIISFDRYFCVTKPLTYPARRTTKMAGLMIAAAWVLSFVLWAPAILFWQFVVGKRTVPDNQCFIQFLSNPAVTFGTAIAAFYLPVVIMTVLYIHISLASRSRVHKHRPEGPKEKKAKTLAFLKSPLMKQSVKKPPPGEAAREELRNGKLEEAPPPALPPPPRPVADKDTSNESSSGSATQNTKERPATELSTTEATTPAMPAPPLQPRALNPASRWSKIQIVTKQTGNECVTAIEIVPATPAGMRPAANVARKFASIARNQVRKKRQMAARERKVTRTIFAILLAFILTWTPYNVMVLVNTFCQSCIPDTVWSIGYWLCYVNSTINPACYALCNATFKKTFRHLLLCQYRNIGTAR
# CHRM1 antagonist: human CHRM1 antagonism. P11229. CHO-K1 hM1, Fluo-8 calcium fluorescence, ACh EC80 antagonist. inhibition, % at 3 µM. actives 1.3% (n = 360,000);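 active = percent inhibition above its own plate's cutoff, namely the mean of that plate's compound wells plus 3 SD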;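 note: peak over basal fluorescence ratio during 140 s after agonist addition; 0% = ACh EC80 plus DMSO and 100% = DMSO alone without agonist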
# Target sequence (P11229 whole entry, looked up): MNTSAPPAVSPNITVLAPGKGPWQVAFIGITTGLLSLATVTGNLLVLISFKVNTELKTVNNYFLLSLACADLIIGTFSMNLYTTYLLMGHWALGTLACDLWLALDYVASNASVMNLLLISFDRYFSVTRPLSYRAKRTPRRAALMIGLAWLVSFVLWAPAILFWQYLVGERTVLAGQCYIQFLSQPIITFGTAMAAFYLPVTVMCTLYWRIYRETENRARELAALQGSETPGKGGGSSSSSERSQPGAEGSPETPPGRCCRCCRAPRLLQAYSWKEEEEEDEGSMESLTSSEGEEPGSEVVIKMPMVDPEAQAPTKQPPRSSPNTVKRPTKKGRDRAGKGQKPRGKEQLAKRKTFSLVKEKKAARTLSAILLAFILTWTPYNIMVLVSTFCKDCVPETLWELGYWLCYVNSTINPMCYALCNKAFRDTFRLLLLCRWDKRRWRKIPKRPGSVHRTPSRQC
# M4 PAM: potentiates acetylcholine response at human M4 receptor. P08173. CHO-K1 hM4/Gqi5, Fluo-8 calcium fluorescence, ACh EC20; 0% = ACh EC20, 100% = maximal ACh. activation, % at 3 µM. actives 0.4% (n = 360,000);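 active = activation above its plate's cutoff, the mean activation of sample wells plus 3 SD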; note: some results filed as inactive read as strong as hits
# M4 ag: agonists of human muscarinic M4 receptor (CHRM4); activation, % at 3 µM; CHO-K1 hM4/Gqi5, Fluo-8 calcium fluorescence; vehicle 0%, full acetylcholine response 100%; actives 0.14% (n = 360,000); P08173;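 active = activation above the run mean over all test wells plus 3 SD, cut at about 32% in these data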;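 note: peak over basal fluorescence ratio per well then scaled between controls; 0% = DMSO wells and 100% = acetylcholine at EC100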
# M5 PAM: CHRM5 positive allosteric modulation. CHO-K1 hM5, Fluo-8 calcium, ACh EC20 PAM; 0% = ACh EC20, 100% = ACh EC100. activation, % at 3 µM. actives 0.3% (n = 360,000). AID 624038;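 active = activation above the run cutoff, the mean activation of all test compounds plus 3 SD, cut at about 18% in these data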
#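 Assay system: CHO-K1 hM5 cells / Incubation: Fluo-8 loading 80 min at 37 °C plus 30 min room temperature / Technique: Fluo-8 calcium dye fluorescence, kinetic read / Repeats: single replicate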
# M1 PAM: human CHRM1 positive allosteric modulation | P11229 | activation, % at 3 µM | CHO-K1 hM1, Fluo-8 calcium fluorescence, ACh EC20; 0% = ACh EC20, 100% = maximal ACh | actives 0.088% (n = 360,000); in the data active = activation above about 19%, passing the limit was not always enough
# CHRM5 antagonist: blocks acetylcholine activation of human M5 receptor; P08912; CHO-hM5 cells, Fluo-8 calcium fluorescence, ACh EC80; inhibition, % at 3 µM; actives 0.59% (n = 360,000); AID 624040;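 active = inhibition above a per-plate cutoff, the mean of that plate's test compounds plus 3 SD, cut at about 27% in these data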;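 note: 0% = acetylcholine EC80 with DMSO and 100% = DMSO without agonist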
# CHRM5 agonist: agonists of human muscarinic M5 receptor (CHRM5) | CHO-K1 hM5 cells, Fluo-8 calcium fluorescence; 0% DMSO wells, 100% maximal acetylcholine response | actives 0.19% (n = 360,000) | activation, % at 3 µM;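 active = activation above the run's mean over test compounds plus 3 SD, cut at about 23% in these data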;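 note: signal is peak over basal fluorescence ratio across the kinetic read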
# CRFR2-BP ag: CRF-BP/CRF-R2 complex agonism; HEK293 CRF-R2/CRF-BP, calcium dye fluorescence (FLIPR); percent of saturating CRF peptide response; activation, % at 13.2 µM; actives 0.46% (n = 350,000);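 active = activation of at least 50%, plus an integration ratio under a set limit after plate pattern correction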;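 note: plate controls were neutral control wells without compound for no effect and CRF at EC100 for full effect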
# * marks the source's active call; other numbers are inactive results; . = no result given.
M4 antag	CHRM1 antagonist	M4 PAM	M4 ag	M5 PAM	M1 PAM	CHRM5 antagonist	CHRM5 agonist	CRFR2-BP ag	Compound
-15	7	3	2	2	-1	13	0	0.9	Cc1nc2ccccc2n1CC(=O)NC(C)C1CC2CCC1C2 (stereo unspecified)
13	-2	6	0	0	7	2	2	-1.3	O=C(Nc1nn(Cc2ccccc2F)cc1Br)c1cccs1
-15	2	-7	9	-8	-7	7	3	4.4	O=C(Nc1cccc(S(=O)(=O)C(F)F)c1)c1ccc(S(=O)(=O)N2CCOCC2)cc1
-8	-7	14	1	-6	7	6	-7	19	CNc1nnc(-c2cc3ccccc3oc2=O)s1
-9	19	30*	34*	24*	18	15	1	1.0	COc1ccccc1NC(=O)c1cc(S(=O)(=O)N2CCCCCC2)ccc1F
8	7	4	-1	-5	-1	-1	-2	-1.0	COc1ccc2c(c1)C(=NO)c1cc(OC)ccc1-2
6	-12	11	1	4	8	-3	0	0.5	COc1ccc(/C=C(\C#N)c2cc(OC)c(OC)cc2[N+](=O)[O-])cc1
10	0	-5	1	-4	-1	6	4	1.0	CC(=O)c1ccc(NC(=O)CN2CCN(c3ccccc3)CC2)cc1
10	5	-20	3	-6	1	0	0	1.6	CCOC(=O)N/N=C/c1cn(CCCOc2ccc(C)cc2)c2ccccc12
-5	-11	3	2	0	5	4	7	-0.8	COC(C)(C)[C@@H](O)COc1c2ccoc2cc2oc(=O)ccc12
3	-3	6	-1	11	2	7	5	2.9	COc1ccc(-c2nc3c(s2)CCc2onc(-c4ccc(Br)cc4)c2-3)cc1
6	7	-2	1	1	-9	4	-2	.	Cc1cc(F)ccc1-c1cc(C(=O)N2CCN(c3ccncc3)CC2)[nH]n1
3	0	16	-2	5	9	-3	0	-1.1	CCCOc1cccc(-c2nc3ccccc3c(=O)o2)c1
4	-4	-5	1	-3	-7	-2	1	.	OC(c1ccccc1)c1ncc(-c2ccc(Cl)cc2)[nH]1 (stereo unspecified)
-9	-4	1	1	0	6	-2	-1	-2.0	Cc1ccc2nc(Cn3cc(C(F)(F)F)ccc3=O)cc(=O)n2c1
17	-12	-3	-1	4	12	-3	0	-0.4	Cc1ccc(C(=O)C2CCN(CC(=O)NC3CCCCC3)CC2)cc1
-8	0	4	5	3	-5	-8	1	0.2	CCS(=O)(=O)c1ccc2oc(Nc3cccc(OC)c3)nc2c1
-3	-2	8	0	-3	7	4	0	2.6	CC(=O)Nc1ccc(S(=O)(=O)NCC(C)NS(=O)(=O)c2ccc(NC(C)=O)cc2)cc1 (stereo unspecified)
-9	-33	-2	1	-2	13	2	2	0.7	CC(=O)c1c(N)n(C)c(=O)n(C)c1=O
7	6	-5	-1	-3	-2	3	2	.	N#CC(=Nc1cccc(F)c1)C1=C(O)c2ccccc2C1=O
2	-5	-5	0	-6	4	2	-7	0.0	COCCn1c(SCC(=O)N2CCCc3ccccc32)nnc1-c1ccoc1C
-29	-3	16	5	3	6	-1	-2	-0.2	O=C1CCc2cc(S(=O)(=O)Nc3ccccc3)cc3c2N1CC3
0	-17	-3	2	-13	8	5	-12	.	N#CC1(c2ccc(NC(=O)c3ccccc3)cc2)CCCC1
1	6	9	1	2	-9	-1	-2	-1.1	COC(=O)CCC(=O)N1CN2CN(C(=O)CCC(=O)OC)CC([N+](=O)[O-])(C2)C1
16	-1	-7	-1	-3	1	21	-5	2.0	CCOC(=O)N1CCN(S(=O)(=O)c2ccc(C(=O)Nc3sc4c(c3C(N)=O)CCN(CC)C4)cc2)CC1
-12	-12	9	1	-2	5	-4	-1	2.0	O=C(COC(=O)CN1CCSC1=O)Nc1ccc(F)cc1Cl
17	-1	3	5	-4	1	5	2	0.8	O=C(Cn1nc(-c2cccc(Cl)c2)ccc1=O)Nc1cccnc1
-2	-6	2	1	4	10	-3	-3	0.6	Cc1cc(C)c[n+](-c2nc3ccccc3nc2[N-]S(=O)(=O)c2ccc(Cl)cc2)c1
-7	4	3	1	-7	-7	6	-3	-2.3	Cc1ccccc1OCC(O)CN1CCN(C)CC1 (stereo unspecified)
8	6	-13	-3	-5	-4	5	-5	0.9	N#C/C(=C\c1ccco1)Sc1nc2ccccc2s1
2	.	8	0	1	.	0	0	.	CCCCCCn1cc(CN2CC(N3CCCC3)CS2(=O)=O)nn1 (stereo unspecified)
-11	-2	2	1	-4	10	7	-5	-1.9	O=C(NC1c2ccccc2-c2ccccc21)c1ccccc1
3	5	4	0	6	2	5	-2	-0.2	Cc1ccc(Cl)c(NC(=O)CSc2n[nH]c(=O)n2C2CC2)c1Cl
12	-2	-18	3	3	2	0	3	-1.3	COc1cc(/C=N/NC(=S)NC2CC3CC2C2C=CCC32)ccc1O (stereo unspecified)
7	-15	0	1	-2	8	4	-1	-1.1	COc1cc(C)cc2c1OC(c1ccccc1)CC2=O (stereo unspecified)
-2	-14	0	2	0	6	-2	-1	4.6	CS(=O)(=O)c1cccc(C(=O)Nc2ccc3c(c2)OCCCO3)c1
9	-7	-2	0	-5	-2	8	2	-1.6	COc1ccc(CCNC(=O)CNS(=O)(=O)c2cccs2)cc1OC
7	2	-10	2	0	0	0	0	-0.1	CC(=O)Nc1ccc(S(=O)(=O)N2CCSC2c2ccc(C)cc2)cc1 (stereo unspecified)
9	4	-10	2	-4	1	11	0	-0.5	CC(C)(C)n1nc2c(c1NC(=O)COc1ccc3ccccc3c1)CS(=O)(=O)C2
1	-11	1	3	1	7	-1	-1	0.6	CC(=O)c1c(C)[nH]c(C(=O)OCC(=O)NCC(C)C)c1C
-11	3	10	2	4	5	-18	0	-2.8	Cc1ccc(C(=O)CCC(=O)N2CCN(C(=O)c3ccco3)CC2)cc1
0	-10	0	4	-2	5	8	-2	-2.3	Cc1cc(Cl)ccc1C(=O)C1CCCN(C(=O)c2cnn(C(C)C)c2)C1 (stereo unspecified)
-11	2	-15	0	-5	1	5	-3	6.6	O=C(OCc1ccccc1)/C(=C/c1cccc2ccccc12)NC(=O)c1ccccc1
-7	1	13	1	-2	2	-3	-4	-1.3	O=C(Nc1ccc2c(c1)OCCO2)c1cccs1
-12	-12	-2	0	1	5	1	2	-0.2	NC(=O)NN=C1CC2CC1C1C=CCC21 (stereo unspecified)
26	37*	-16	4	-7	-27	4	-2	-2.5	CC(NC(=O)c1ccc(Cl)c(S(=O)(=O)N2CCCCCC2)c1)c1cccnc1 (stereo unspecified)
-4	-11	5	-1	0	8	6	-4	-1.0	CCc1cc(C(=O)OC)c(NC(=O)CSc2nccn2C)s1
9	15	-7	0	-3	-10	8	-17	-4.5	O=C(c1ccco1)N1CCC(N2CCN(c3ccccc3)CC2)CC1
-1	9	-3	0	-4	-5	8	-10	-1.2	CCN(CC)CCNC(=O)Cn1nc(-c2ccccc2)c2ccccc2c1=O
-3	14	3	14	-8	-1	10	1	-1.2	Cc1ccc(C)c(-c2cc(C(=O)Nc3cccnc3)c3ccccc3n2)c1
1	-30	-1	0	-6	-1	-3	-5	0.2	CC(=O)CCc1c(C)c2cc(C)ccc2[nH]c1=O
-4	-5	6	2	-2	4	8	0	-1.0	COc1ccc(S(=O)(=O)Nc2ccccc2N2CCOCC2)cc1[N+](=O)[O-]
9	-7	6	1	6	11	1	-7	-1.0	O=C(NC1CCCCC1)c1c2c(nc3ccccc13)CCC2
6	-1	-12	1	-3	2	1	-3	1.9	Fc1ccccc1CSc1nnc(Cn2cnc3ccccc32)n1-c1ccccc1
0	-1	-1	2	-4	4	1	-1	0.1	O=C(Nc1ccccc1[N+](=O)[O-])c1nc[nH]c1C(=O)NCCO
-5	-4	-12	14	-15	5	10	0	-2.0	COc1ccccc1N1CCN(C(=O)CNC(=O)c2cn(-c3ccccc3OC)c(=O)c3ccccc23)CC1
-5	0	-8	2	4	5	6	4	0.4	O=[N+]([O-])c1ccc2c(c1)C(N1CCOCC1)/C(=C/C1(O)CCCCC1)O2 (stereo unspecified)
-3	-2	-2	1	0	3	8	-2	0.5	O=C(NC1CCOCC1)C1CCC(=O)N(Cc2cccc(C(F)(F)F)c2)C1 (stereo unspecified)
-3	18	-11	11	-11	-15	4	2	0.1	COc1ccccc1Nc1nnc(SCc2nnc(-c3cc(OC)c(OC)c(OC)c3)o2)s1
5	-1	2	1	-6	4	6	-1	1.7	O=C(CN1C(=O)c2ccccc2S1(=O)=O)NCc1ccccn1

# (next part)
M4 antag	CHRM1 antagonist	M4 PAM	M4 ag	M5 PAM	M1 PAM	CHRM5 antagonist	CHRM5 agonist	CRFR2-BP ag	Compound
-1	-3	8	2	2	10	-2	-3	-1.9	COc1ccc(-c2csc(NC(CO)c3nc4ccccc4n3CCCO)n2)cc1 (stereo unspecified)
-8	1	14	0	0	4	-4	0	-0.2	COc1cc(C(CCN2CCOCC2)c2c(OC)cc(OC)c3c2OC(=O)CC3c2ccc(N(C)C)cc2)cc(OC)c1OC (stereo unspecified)
2	-10	-6	0	-3	4	4	-5	0.5	Cc1[nH]c2ccc(OC(F)(F)F)cc2c1CCN1C(=O)c2ccc(C(=O)O)cc2C1=O
-7	-16	16	0	-4	12	6	0	1.3	Cc1cccc(NC(=O)CNC(=O)Cc2ccc(S(=O)(=O)N3CCOCC3)s2)c1C
-2	-1	0	4	0	1	-4	1	-2.4	CN(C)c1ccccc1C(=O)N1CCCC(Nc2ccc(F)cc2)C1 (stereo unspecified)
-1	-17	-6	8	-11	-3	5	7	-1.4	CCOc1cccc(N2C(=O)CC(n3cnc4ccccc43)C2=O)c1 (stereo unspecified)
-8	-4	-8	9	-5	-5	13	-7	3.7	CCN(CC)CCNC(=O)c1cccc(NC(=O)C(=O)c2cc(Br)ccc2NC(C)=O)c1
6	-4	-7	-4	-6	4	-5	-4	1.4	CCN(Cc1ccccc1)Cc1cccc([N+](=O)[O-])c1
8	-5	3	1	7	4	-4	1	-1.6	CC(=O)Cc1nsc(NC(=O)c2ccc(-c3cc(C(F)(F)F)ccc3Cl)o2)n1
11	-4	18	-1	7	6	-3	1	16	COC(=O)Nc1nc(-c2ccccc2)c(C(=O)c2ccc(Cl)cc2)s1

# Three compounds already listed, arranged by their value in M4 PAM, lowest first:
M4 antag	CHRM1 antagonist	M4 PAM	M4 ag	M5 PAM	M1 PAM	CHRM5 antagonist	CHRM5 agonist	CRFR2-BP ag	Compound
-1	-17	-6	8	-11	-3	5	7	-1.4	CCOc1cccc(N2C(=O)CC(n3cnc4ccccc43)C2=O)c1 (stereo unspecified)
17	-1	3	5	-4	1	5	2	0.8	O=C(Cn1nc(-c2cccc(Cl)c2)ccc1=O)Nc1cccnc1
3	-3	6	-1	11	2	7	5	2.9	COc1ccc(-c2nc3c(s2)CCc2onc(-c4ccc(Br)cc4)c2-3)cc1

# Compounds above containing an aryl thioether with sulfur outside any ring, in the order listed:
M4 antag	CHRM1 antagonist	M4 PAM	M4 ag	M5 PAM	M1 PAM	CHRM5 antagonist	CHRM5 agonist	CRFR2-BP ag	Compound
2	-5	-5	0	-6	4	2	-7	0.0	COCCn1c(SCC(=O)N2CCCc3ccccc32)nnc1-c1ccoc1C
8	6	-13	-3	-5	-4	5	-5	0.9	N#C/C(=C\c1ccco1)Sc1nc2ccccc2s1
3	5	4	0	6	2	5	-2	-0.2	Cc1ccc(Cl)c(NC(=O)CSc2n[nH]c(=O)n2C2CC2)c1Cl
-4	-11	5	-1	0	8	6	-4	-1.0	CCc1cc(C(=O)OC)c(NC(=O)CSc2nccn2C)s1
6	-1	-12	1	-3	2	1	-3	1.9	Fc1ccccc1CSc1nnc(Cn2cnc3ccccc32)n1-c1ccccc1
-3	18	-11	11	-11	-15	4	2	0.1	COc1ccccc1Nc1nnc(SCc2nnc(-c3cc(OC)c(OC)c(OC)c3)o2)s1
